Bioassay records from PubChem BioAssay.
Peg3 imprint: qHTS Assay for Compounds that Induce Erasure of Genomic Imprints; mouse ES Peg3-LacZ reporter, beta-gal luminescence, 40 h; Potency, µM (titrated, usually from 60.7 µM), without a hit: at the top dose activity change, positive = activation, most hits filed as activators; 110,000 compounds, 0.02% hits; AID 1948, 2009;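 note: 0% = negative control wells on the plate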
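Imprint erasure is scored as LacZ activity from the silenced maternal Peg3 allele in feeder-free female ES cells cultured 40 h with LIF. Luminescence is normalized to in-plate negative controls and fitted to the Hill equation.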
p53ts 32C kill: qHTS Screen for Compounds that Selectively Target Cancer Cells with p53 Mutations: Cytotoxicity of p53ts Cells at the Permissive Temperature; H1299-p53A138V at 32C, ATP luminescence viability, 24 h; Potency, µM (highest dose often 46.1 µM), for inactives: at the highest dose activity change, negative = cytotoxicity, actives largely listed as cytotoxic; 130,000 compounds, 0.93% hits;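 note: 0% = DMSO and -100% = full killing by reference compound; nearly all actives have a fitted effect of over 55% in size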
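Cells: H1299 p53ts (A138V), 600/well, pre-incubated 16–30 h at 37C. Cpd up to 46 uM, 24 h, 32C. Readout: ATPlite luminescence, 20 min RT. Normalization: DMSO vs tamoxifen 100 uM. AC50 by Hill equation.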
p53ts 39C kill: qHTS Screen for Compounds that Selectively Target Cancer Cells with p53 Mutations: Cytotoxicity of p53ts Cells at the Nonpermissive Temperature; H1299-p53A138V viability at 39C, ATP luminescence, 24 h; Potency, µM (top dose mostly 46.1 µM), for the others: top-dose activity change, negative = cell killing, actives largely listed as cytotoxic; 130,000 compounds, 1.5% hits; note: nearly all actives have a fitted effect of over 55% in size
IkB sig inh: IkB Signaling. ABC-DLBCL IkBa-CBG/CBR dual luciferase ratio, 4 h; response scale: scaled: untreated 0%, proteasome inhibitor 100%. Potency, µM (doses to about 57.1 µM), without a hit: at the top dose IkBa stabilization activation. 110,000 compounds, 0.04% hits. AID 445, 2006; active = well fitted curve in the direction sought with a large enough effect in the signal ratio, not every such curve was filed as active; inconclusive = small, poorly fitted or top-dose-only effect, or a change in a side signal; the % refers to the signal ratio;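 note: the direction sought is a rising ratio; 0% = basal untreated cells and 100% = reference inhibitor full response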
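In this assay, an IκBα–CBG68 fusion accumulates when IKK-driven degradation is blocked; native CBR normalizes for cell number. OCI-Ly3 cells were treated 4 h with compound and doxycycline, then green and red light read after Chroma-Glo addition.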
Numbers without * were called inactive; ? = inconclusive; . = not tested or not shown; [ ] = another dose, or the depositor's remark. Unless noted, calls come from the whole dose curve; as a rule, active = well fitted curve in the direction sought with a large enough effect; inconclusive = small, poorly fitted or top-dose-only effect, or another doubt; inactive = no such curve, though single readings can be large; an effect the other way counts as inactive or inconclusive. Unless noted, % is set by controls: 0 for no effect and ±100 for the full control effect; potency is the fitted concentration of half-maximal effect.

Screens by letter – A = Peg3 imprint; B = p53ts 32C kill; C = p53ts 39C kill; D = IkB sig inh
COc1ccc(NC(=O)N2CC[C@@]3(CCCN(C(=O)c4ccc(OC)cc4)C3)C2)cc1
  A: . | B: 3% | C: 4% | D: -1.1%[11.4 µM]
COc1ccc2cc3cc(C(=O)NCC4CCCO4)oc3nc2c1 (stereo not drawn)
  A: -26% | B: 3% | C: -15% | D: 0.0%
Cc1nn(C)c(C)c1S(=O)(=O)NCc1cccs1
  A: -2% | B: 7% | C: 12% | D: 0.8%
COc1ccc(S(=O)(=O)N2CCN(Cc3cccc(Cl)c3)CC2)cc1
  A: -14% | B: -9% | C: 5% | D: ?
Cc1cc(C)n(-c2nc3c(c(=O)[nH]c(=O)n3C)n2CC(O)COc2ccccc2C)n1 (stereo not drawn)
  A: -3% | B: 1% | C: -4% | D: -0.4%
CCOc1ccc(C(=O)Nc2ccc(C(=O)OCc3cc(=O)n4ccsc4n3)cc2)cc1
  A: -24%[10.9 µM] | B: -4% | C: 14% | D: ?
Cc1ccc2nc(-c3cccs3)c(Nc3ccc4c(c3)OCCO4)n2c1
  A: -5%[10.9 µM] | B: 12% | C: -20% | D: ?
CCc1ccc(NC(=O)CCn2nc(-c3ccccc3OC)c3c(C)cc(C)nc32)cc1
  A: -12%[10.9 µM] | B: 19% | C: 4% | D: ?
Cc1cccc(OCC(O)CN2C(C)(C)CC(O)CC2(C)C)c1C (stereo not drawn)
  A: -6% | B: -6% | C: 0% | D: 0.0%
O=C(CSc1nc2c([nH]c3ccccc32)c(=O)n1-c1ccc(F)cc1)Nc1ccc2c(c1)OCO2
  A: -6%[10.9 µM] | B: 0% | C: -22% | D: 1.3%
c1ccc(N2CC[N+]3(CCCC3)CC2)nc1
  A: 1% | B: 2% | C: 2% | D: 3.7%
O=C(CC1N=C2c3ccccc3N=C(SCc3cccc(Cl)c3)N2C1=O)NC1CCCCC1 (stereo not drawn)
  A: 4%[10.9 µM] | B: 2% | C: 6% | D: ?
CCOC(=O)c1c(C)c(C(=O)NCc2cccnc2)c(C)n1C
  A: -5% | B: 1% | C: 7% | D: -2.0%
Cc1sc2ncnc(SCC#N)c2c1C
  A: 17% | B: -1% | C: -3% | D: -0.8%
COc1ccc(CCNC(=O)C2CC2)cc1OC
  A: 0% | B: -6% | C: 15% | D: -1.3%
Cc1nc2nc(SCC(=O)NC3CCC(C)CC3)nn2c(C)c1Cc1ccccc1Cl (stereo not drawn)
  A: -14%[10.9 µM] | B: 29% | C: 23% | D: ?
COc1cccc(CNC(=O)CCn2cccn2)c1
  A: -6%[10.9 µM] | B: -1% | C: -23% | D: -1.1%
C=CCn1c(-c2ccccc2)c[nH]c1=S
  A: -10% | B: 3% | C: 1% | D: ?
Cc1ccccc1OCC(=O)OCc1cc(=O)n2nc(C3CCCCC3)sc2n1
  A: 13%[10.9 µM] | B: 4% | C: -12% | D: 3.3%
CCSc1ccccc1C(=O)N1CCN(c2nc3ccccc3s2)CC1
  A: -13%[10.9 µM] | B: 4% | C: -9% | D: ?
Clc1ccccc1-c1nnc2sc(C3COc4ccccc4O3)nn12 (stereo not drawn)
  A: -8% | B: 1% | C: -3% | D: ?
COC(=O)c1cc2sc(Cl)cc2n1Cc1c(C)cc(C)cc1C
  A: 14%[10.9 µM] | B: -1% | C: 8% | D: -0.8%
CCc1cccc(C)c1NC(=O)CSc1nnc(-c2cc3cc(Br)ccc3o2)n1CC
  A: -10% | B: -1% | C: 4% | D: 1.0%
C=Cc1ccc(COc2ccc3oc(-c4ccccc4)c(C(=O)OCC)c3c2)cc1
  A: 29%[10.9 µM] | B: -5% | C: -4% | D: 6.3%
C(=C\c1ccccc1)/CSc1nnc(-c2ccncc2)n1Cc1ccco1
  A: -8% | B: -11% | C: 3% | D: -0.2%
CCOC(=O)C1=C(C)N(C)C(=O)NC1c1ccccc1OC (stereo not drawn)
  A: -3% | B: -1% | C: 0% | D: -0.7%
COc1ccc(NCc2c(O)ccc3ccccc23)cc1
  A: -3%[10.9 µM] | B: 4%[9.22 µM] | C: 9%[9.22 µM] | D: 3.0%[11.4 µM]
Cc1noc(C)c1S(=O)(=O)N1CCN(Cc2ccc3c(c2)OCO3)CC1
  A: -16% | B: -2% | C: -1% | D: -0.5%
Cc1cccc2cc(CN(CC3CCCO3)C(c3nnnn3Cc3ccco3)C(C)C)c(=O)[nH]c12 (stereo not drawn)
  A: -11% | B: -21% | C: -2% | D: ?
CCN(CC)S(=O)(=O)c1ccc(OC(C)C)nc1
  A: -25% | B: -3% | C: 15% | D: -0.9%
Cc1ccc(S(=O)(=O)Cc2ccc(C(=O)NCCCN3CCN(C)CC3)o2)cc1
  A: -4% | B: -8% | C: 11% | D: 0.2%
Cc1ccc(S(=O)(=O)c2nnn3c2nc(N2CCCC2)c2sccc23)cc1C
  A: -13%[10.9 µM] | B: 6% | C: 2% | D: -1.8%
Cc1ccccc1Nc1cc(C(=O)NC2CCC(C)CC2)c2ccccc2n1 (stereo not drawn)
  A: -8%[10.9 µM] | B: -6% | C: -12% | D: -5.5%
CCCC(=O)Nc1ccc(N2CCN(C(=O)CCC)CC2)cc1
  A: -9% | B: 12% | C: -5% | D: -1.0%
O=S(=O)(c1ccccc1)c1nc(-c2ccco2)oc1N1CCOCC1
  A: 15% | B: -2% | C: 14% | D: 1.3%
Fc1cccc(NCc2cn3ccccc3n2)c1
  A: . | B: -19% | C: 1% | D: 11%
CCCCn1c(S(=O)(=O)O)nc2ccccc21
  A: 1% | B: -1% | C: 20% | D: 1.3%
COc1ccc(-c2oc3ccc(C)cc3c(=O)c2O)cc1OC
  A: 1% | B: -11% | C: -5% | D: -2.2%[11.4 µM]
Cc1ccccc1Nc1nnc(SCC(=O)Nc2ccccc2[N+](=O)[O-])s1
  A: . | B: 16% | C: -19% | D: .
Cc1ccc(C(=O)C2=C(O)C(=O)N(CCCn3ccnc3)C2c2ccc(OC(C)C)cc2)o1 (stereo not drawn)
  A: -20% | B: 2% | C: 25% | D: 0.4%
O=C(NCc1ccccc1Cl)c1ccc(NC(=O)c2nsc3ccccc23)cc1
  A: -4%[10.9 µM] | B: ? | C: ? | D: ?
CC(Nc1ccc(-c2nc(-c3ccccn3)no2)cc1[N+](=O)[O-])c1ccccc1 (stereo not drawn)
  A: -16%[10.9 µM] | B: -15% | C: -6% | D: ?
COc1ccc(N2C(=O)C(Cl)=C(Nc3c(C)n(C)n(-c4ccccc4)c3=O)C2=O)cc1
  A: 1% | B: 21% | C: -6% | D: 1.7%
CCC1CCCCN1C(=O)Cn1c(=O)n(CCCCCC(=O)NCc2ccccc2)c(=O)c2sccc21 (stereo not drawn)
  A: -5%[10.9 µM] | B: 3% | C: 0% | D: 0.6%
CCC(=O)N1CCc2cc(Br)cc(S(=O)(=O)N3CCCC(C(=O)Nc4cc(C)ccc4OC)C3)c21 (stereo not drawn)
  A: -11%[10.9 µM] | B: 10% | C: -6% | D: 0.9%

Record cards (already shown). Order of screens: Peg3 imprint, p53ts 32C kill, p53ts 39C kill, IkB sig inh
O=S(=O)(c1ccccc1)c1nc(-c2ccco2)oc1N1CCOCC1 in the list: 15%, -2%, 14%, 1.3%
CC(Nc1ccc(-c2nc(-c3ccccn3)no2)cc1[N+](=O)[O-])c1ccccc1 (stereo not drawn) in the list: -16%[10.9 µM], -15%, -6%, ?
Fc1cccc(NCc2cn3ccccc3n2)c1 in the list: ., -19%, 1%, 11%
Cc1ccccc1Nc1cc(C(=O)NC2CCC(C)CC2)c2ccccc2n1 (stereo not drawn) in the list: -8%[10.9 µM], -6%, -12%, -5.5%

The list goes on.
Screens by letter – A = Peg3 imprint; B = p53ts 32C kill; C = p53ts 39C kill; D = IkB sig inh
O=C(Nc1cc(Cl)cc(Cl)c1)c1ccc(F)c(S(=O)(=O)N2CCN(c3ccccc3F)CC2)c1
  A: -14%[10.9 µM] | B: 15% | C: -18% | D: ?
COc1ccc(-c2c3c(nc4sc(C(=O)Nc5ccc(F)cc5)c(N)c24)CC(C)(C)CC3=O)cc1
  A: -12%[10.9 µM] | B: 16% | C: 20% | D: ?
CS(=O)(=O)Nc1cccc(-c2ccc3ncnc(NCc4cccs4)c3c2)c1
  A: -7% | B: -8% | C: -26% | D: -2.8%[11.4 µM]
O=C(O)CCSCc1ccccc1
  A: -10%[10.9 µM] | B: -5%[9.22 µM] | C: -6%[9.22 µM] | D: 0.4%[11.4 µM]
COc1cccc(-c2nc(NCCN3CCOCC3)c3ccccc3n2)c1
  A: -11% | B: 2% | C: -17% | D: -5.7%[11.4 µM]
Cc1ccc2c(c1)-c1onc(C(=O)N(C)c3cccc(C(F)(F)F)c3)c1CO2
  A: -13%[10.9 µM] | B: 1% | C: -26% | D: -0.9%
[O-][n+]1ccc(C2CC2)cc1
  A: . | B: -7% | C: -2% | D: 1.6%
Cc1ccc2occ(CC(=O)Nc3ccc(S(N)(=O)=O)cc3)c2c1
  A: 23%[10.9 µM] | B: -20% | C: 3% | D: -1.1%
COc1ccc(NS(=O)(=O)c2nnc(NC(=O)c3ccccc3F)s2)cc1
  A: -12%[10.9 µM] | B: 4% | C: -13% | D: -2.3%
Cc1sc2c(c1C)CN(Cc1ccco1)CN2C(=O)c1ccccc1
  A: -14% | B: 4% | C: -8% | D: 9.0%
O=C(COC(=O)c1ccccn1)Nc1cccc(Cl)c1
  A: -6% | B: 9% | C: -2% | D: 10%
Cc1cc(-n2c(C)cc(C(=O)CSc3nnnn3-c3ccc(Cl)cc3)c2C)no1
  A: -16% | B: -25% | C: ? | D: 0.3%
O=C(Oc1ccc(Cl)cc1)c1cc(-c2ccc3c(c2)OCCO3)on1
  A: -13%[10.9 µM] | B: -15% | C: ? | D: 1.0%
O=C(Cn1ncn2c(cc3ccccc32)c1=O)NCc1ccc(F)cc1
  A: 24%[10.9 µM] | B: 0% | C: 3% | D: -0.5%
NS(=O)(=O)c1ccc(NC(=O)CCn2c(=O)oc3ccccc32)cc1
  A: -8%[10.9 µM] | B: 3% | C: 0% | D: 0.1%

Ordered by formula weight (high to low): part of the list above
Screens by letter – A = Peg3 imprint; B = p53ts 32C kill; C = p53ts 39C kill; D = IkB sig inh
COc1ccc(-c2c3c(nc4sc(C(=O)Nc5ccc(F)cc5)c(N)c24)CC(C)(C)CC3=O)cc1
  A: -12%[10.9 µM] | B: 16% | C: 20% | D: ?
Cc1ccc2occ(CC(=O)Nc3ccc(S(N)(=O)=O)cc3)c2c1
  A: 23%[10.9 µM] | B: -20% | C: 3% | D: -1.1%
O=C(COC(=O)c1ccccn1)Nc1cccc(Cl)c1
  A: -6% | B: 9% | C: -2% | D: 10%

Later entries:
Screens by letter – A = Peg3 imprint; B = p53ts 32C kill; C = p53ts 39C kill; D = IkB sig inh
CCN(c1cccc(C)c1)S(=O)(=O)c1ccc2c3c(cccc13)C(=O)N2
  A: . | B: 17% | C: -3% | D: .
NS(=O)(=O)c1cc2c(cc1Cl)NC=NS2(=O)=O
  A: -12% | B: 16%[1.84 µM] | C: 9% | D: ?
COc1ccc(CNC(=O)c2ccc(NC(=O)N3CC4CCCN4c4ccccc43)cc2)cc1 (stereo not drawn)
  A: ? | B: -4% | C: ? | D: ?
CCc1ccc(NC(=O)N(Cc2cn(CC)c3ccccc23)C2CCCCC2)cc1
  A: -16%[10.9 µM] | B: -19% | C: ? | D: 2.1%
O=C(Nc1ccc2c(c1)OCO2)c1c(F)c(F)c(F)c(F)c1F
  A: -14% | B: -27% | C: -7% | D: ?
CCOC(=O)c1ccoc1CSCc1ccc(C(=O)OC)o1
  A: -22% | B: -14% | C: -7% | D: ?
O=c1[nH]c(NCc2ccccc2)nc2c1CCCC2
  A: -4% | B: 4% | C: 11% | D: -2.4%
